# IL-2 act: activators of IL-2; IL-2 activation reporter assay, cell-based qHTS; stimulated with anti-CD3/CD4/CD28 beads; in transgenic mouse T cells; activation, % (series mostly up to about 46 µM); 360,000 tested, 0.065% active; AID 652025; in the data active = activation above about 50%; inconclusive = mostly about 30% to 49%; note: 0% is about no effect
#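 EGFP and DsRed fluorescence is measured by plate cytometry in unstimulated transgenic mouse T cells exposed to compound for 60 minutes, then stimulated 18 hours at 37 degrees C with anti-CD3/anti-CD4 beads plus anti-CD28.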
# EPAC1 antagonist: antagonists of human EPAC1. 360,000 tested, 0.14% active. Potency, µM (top dose mostly 115 µM), inactives show at the top dose activity change, negative = inhibition, most hits filed as inhibitors. EPAC1 GEF assay, Rap1b-BODIPY-GDP exchange fluorescence. AID 720709. O95398;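 note: potency is the fitted concentration of half-maximal effect; plate controls were vehicle for no effect and positive control for full effect; nearly all actives have a fitted effect of over 50% in size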
# Target sequence (O95398 whole entry, looked up): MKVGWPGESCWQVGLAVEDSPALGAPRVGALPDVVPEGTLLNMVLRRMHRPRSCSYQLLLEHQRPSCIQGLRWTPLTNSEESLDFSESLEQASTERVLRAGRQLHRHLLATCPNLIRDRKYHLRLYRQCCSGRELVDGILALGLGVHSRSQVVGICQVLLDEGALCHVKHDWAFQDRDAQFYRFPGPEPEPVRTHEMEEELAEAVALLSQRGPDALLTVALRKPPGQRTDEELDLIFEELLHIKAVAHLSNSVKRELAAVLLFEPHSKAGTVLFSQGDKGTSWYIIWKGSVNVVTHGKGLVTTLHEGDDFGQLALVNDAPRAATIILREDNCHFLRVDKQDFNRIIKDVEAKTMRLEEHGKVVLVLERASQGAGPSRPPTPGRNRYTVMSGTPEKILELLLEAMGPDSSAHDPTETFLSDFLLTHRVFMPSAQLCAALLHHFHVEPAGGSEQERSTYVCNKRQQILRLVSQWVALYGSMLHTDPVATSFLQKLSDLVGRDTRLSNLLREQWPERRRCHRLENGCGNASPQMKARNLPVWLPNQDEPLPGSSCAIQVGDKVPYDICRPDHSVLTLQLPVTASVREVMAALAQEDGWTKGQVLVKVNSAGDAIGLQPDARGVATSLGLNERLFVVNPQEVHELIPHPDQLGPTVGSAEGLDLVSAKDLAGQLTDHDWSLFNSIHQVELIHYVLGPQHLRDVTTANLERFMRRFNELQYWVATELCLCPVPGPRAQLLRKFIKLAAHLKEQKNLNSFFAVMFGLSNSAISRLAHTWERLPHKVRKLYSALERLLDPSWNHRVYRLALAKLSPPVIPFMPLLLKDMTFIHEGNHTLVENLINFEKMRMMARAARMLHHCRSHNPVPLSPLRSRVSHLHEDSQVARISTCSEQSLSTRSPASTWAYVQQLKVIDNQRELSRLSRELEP
# PI5P4Ka inh: inhibitors of human PI5P4K alpha; 330,000 tested, 1.2% active; PI5P4Kalpha enzyme, ADP-Glo luminescence, 60 min; active compounds read low; max response, %; P48426; active = max response of -50% or lower; inconclusive = between -30% and -50%; inactive = -30% or higher; note: value at the top dose of about 77 µM; % is set by controls: 0 for no effect and ±100 for the full control effect
#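 Quantitative HTS of the MLSMR library against PI5P4Kalpha with substrate. ATP added last at 5 microM final; room temperature, 60 minutes. Remaining ATP depleted, ADP converted and read as luminescence.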
# GLP-1R agonist: activates the human GLP-1 receptor; P43220; HEK293 GLP-1R CRE-luciferase, luminescence, 4-6 h; cells express a hypersensitive GLP-1R form; Potency, µM (highest dose often 45.6 µM), without a hit: top-dose activation, usual class: activators; 380,000 tested, 0.007% active; note: potency is the fitted concentration of half-maximal effect; % of control where 0% means no effect
# EPAC1 ag: activates human EPAC1 exchange factor. O95398. EPAC1 agonist qHTS, biochemical assay; response scale: 100% = response to 6.5 mM cAMP. Potency, µM (series often up to 154 µM), inactives show top-dose activation, usual class: activators. 360,000 tested, 0.073% active; note: potency is the fitted concentration of half-maximal effect; nearly all actives have a fitted effect of over 60% in size
#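 Fluorescent GDP-exchange assay: 100 nM EPAC1 with 250 nM Rap1B preloaded with BODIPY-GDP and 50 uM GDP; compounds tested as concentration series, 5 min at room temperature, then read every 5 min for 30 min (ex 480/em 540 nm); normalized to 6.5 mM cAMP.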
# GLP1R inv ag: GLP-1 receptor (human) inverse agonism. HEK293 GLP-1R CRE-luciferase, luminescence, 24 h; GLP-1R form is constitutively active. Potency, µM (top dose mostly 38.3 µM), without a hit: at the highest dose activity change, negative = inhibition, usual class: inhibitors. 410,000 tested, 1.6% active. AID 624417; note: potency is the fitted concentration of half-maximal effect; % is set by controls: 0 for no effect and ±100 for the full control effect; nearly all actives have a fitted effect of over 55% in size
#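 Inverse agonists were sought by their lowering of basal cAMP reporter luciferase output in HEK293 cells stably carrying constitutively active human GLP-1R, after 24 h compound treatment.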
# PTHR1 agonist: PTHR1 (human) receptor agonism | HEK293 GP2 PTHR1 cells, GloSensor cAMP luminescence, 1 h | Potency, µM (series often up to 115 µM), for inactives: at the highest dose activation, hits mostly activators | 410,000 tested, 0.075% active | AID 743266; note: potency is the fitted concentration of half-maximal effect; nearly all actives have a fitted effect of over 55% in size; some results filed as inactive show a strong effect at the top dose; inactives centre near -15; many of its hits are not listed in these tables
#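 HEK-293-derived GP2 cells expressing PTHR1 and a GloSensor cAMP reporter, 3,000/well, plated overnight, given luciferin plus IBMX (each 0.5 mM as added) for 1 h at 37 °C, then compound for 1 h at 37 °C. Luminescence was read after 15 min at room temperature.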
# PLK1 PBD block: inhibitors of human PLK1 polo-box domain binding; P53350; Plk1 PBD binding of FITC phosphopeptide, fluorescence polarization; Potency, µM, without a hit: max response, negative = inhibition, usual class: inhibitors; 360,000 tested, 2.8% active; note: potency is the fitted concentration of half-maximal effect; series mostly up to about 57 µM; % is set by controls: 0 for no effect and ±100 for the full control effect; nearly all actives have a fitted effect of over 65% in size
# GLP1R cytotox: cytotoxicity in counter-screen for GLP-1R inverse agonists; Potency, µM (doses to about 38.3 µM), without a hit: top-dose activity change, negative = inhibition, usual class: inhibitors; 410,000 tested, 0.13% active; HEK293 cAMP-luciferase reporter cells, luminescence, 24 h;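 note: loss of luciferase light is scored as toxicity; potency is the fitted concentration of half-maximal effect; % is set by controls: 0 for no effect and ±100 for the full control effect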
#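 Luminescence readout: signal drop marks cytotoxicity. Plated cells grew 12 h at 37 °C, 5% CO2, received 23 nL compound for 24 h, then got luciferase reagent, read after 12 min at RT.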
# Starred values were filed as active, the others as inactive; i = inactive; ? = inconclusive; / = no result given; & = joins results of further samples; [ ] = remark or other dose. Unless noted, calls come from the whole dose curve; as a rule, active = well fitted curve in the direction sought with a large enough effect; inconclusive = small, poorly fitted or top-dose-only effect, or another doubt; inactive = no such curve, though single readings can be large; an effect the other way counts as inactive or inconclusive.
mol | IL-2 act | EPAC1 antagonist | PI5P4Ka inh | GLP-1R agonist | EPAC1 ag | GLP1R inv ag | PTHR1 agonist | PLK1 PBD block | GLP1R cytotox
CCCn1c(Nc2cccc(OC)c2)nc2ccccc21 | -1.7 | -3% | 1 | 4% | -7% | ? | i | 3% | -8%
CN(C(=O)COC(=O)CNC(=O)c1sc2ccccc2c1Cl)c1ccccc1 | 0.3 | -3% | -8 | 0% | 3% | 1% | -22% | -4% | -1%
Cc1nn(CC(=O)NC(=O)c2ccccc2)c(C)c1[N+](=O)[O-] | -0.6 | 11% | -28 | -2% | 3% | 13% | 9% | -13% | 10%
NNC(=O)COc1ncn(-c2ccccc2)n1 | 0.1 | 6% | 0 | 1% | 0% | 4% | -9%[57.5 µM] | -8% | 5%
COc1cccc(/C=C/C(=O)c2cccc([N+](=O)[O-])c2)c1 | -5.2 | 5% | 2 | 5% | -2% | 6% | -10% | -16% | 0%
O=C(CSc1nc2ccccc2c(=O)n1CCCN1CCOCC1)NC12CC3CC(CC(C3)C1)C2 | 0.3 | 0% | 1 | 22% | -4% | ? | i | 4% | -29%
CC(C)(C)NC(=O)CSc1nncn1NCc1cccc2ccccc12 | 0.7 | 6% | 1 | -6% | 5% | ? | -6%[57.5 µM] | -5% | 7%
CC(C)n1[nH]c2ccccc2c1=O | -0.4 | -3% | 4 | 0% | -9% | 8% | -13% | -4% | -3%
CCN(CC(=O)Nc1ccccc1C(F)(F)F)C(=O)c1ccccc1Sc1ccccc1C#N | 0.7 | -24% | 2 | -2% | 3% | ? | -7% | -6% | -26%
COc1ccccc1N1CCN(c2ccc3cc(S(=O)(=O)N4CCCCC4)ccc3n2)CC1 | -3.8 | -10% | 9 | 3% | -18% | ? | -11%&-8% | 0% | -7%&-1%
Cc1onc(-c2ccccc2)c1C(=O)N1CCN(S(=O)(=O)c2ccc(OC(F)(F)F)cc2)CC1 | -0.1 | -5% | 6 | 4% | -7% | 5% | -1% | 2% | -4%
CCn1c(SCC(=O)c2ccc(O)c(O)c2)nnc1-c1ccccc1 | -0.2 | -10% | -16 | -3% | 1% | 17% | -9%[57.5 µM] | -4% | -21%
CC(C)(C)c1cc(C(F)(F)F)nc(SCCCNC(=O)c2ccco2)n1 | -0.4 | -18% | -1 | 26% | -9% | ? | -19% | -5% | -14%
Cc1cc(C(=O)COC(=O)c2cnccn2)c(C)n1-c1ccc(Br)cc1 | -0.2 | -18% | -9 | 10% | -1% | ? | -12% | -2% | ?
Cc1csc(NC(=O)c2ccc(COc3ccccc3)o2)n1 | 0.2 | -25% | -2 | 13% | -3% | 1% | -12% | 4% | 11%
COc1cc(/C=N/NC(=O)CN(CCc2ccccc2)S(=O)(=O)c2ccc(NC(C)=O)cc2)cc(OC)c1OC | -0.4 | -2% | -3 | 2% | -2% | 20% | i | -2% | -10%
O=C(Nc1ccc(Cl)cn1)c1ccccc1[N+](=O)[O-] | 0.2 | -27% | -5 | 7% | -19% | -18% | i | ? | -3%
Cn1c(SCC(=O)Nc2ccc(F)cc2)nnc1C1CC1 | 2.0 | 1% | 0 | 0% | 9% | 11% | -7% | 3% | -4%
C=CCOc1ccc(/C=C2/C(=N)N3N=C(CC(=O)N4CCCC4)SC3=NC2=O)cc1OC | -0.9 | 3% | 9 | -5% | 3% | 1% | -1% | -7% | -8%
O=C(NCC(=O)N1CCN(c2ncccn2)CC1)c1ccccc1OC(F)F | -0.6 | 2% | -4 | -5% | 0% | 6% | i | 5% | 2%
O=C(N/N=C/c1ccccc1O)C(=O)N1CCCCCC1 | -3.1 | -10% | 1 | -4% | 12% | ? | -4% | -5% | -3%
COC(=O)CCC(=O)OC1(C)C(=O)C2=CN(c3ccccc3)C(c3ccc(OC)cc3)=CC2=C(Br)C1=O (stereo not given) | 0.1 | -8% | ? | 7% | 7% | 16% | i | ? | -7%
CC(C)(C)NC(=O)/C(=C/c1ccco1)c1ccccc1 | 0.5 | 11% | -14 | 0% | -5% | ? | i | -2% | -18%
O=C(Cc1ccc(Cl)cc1)Nc1ccc(S(=O)(=O)Nc2ncccn2)cc1 | -0.1 | -5% | -15 | -5% | -3% | 9% | -11% | -10% | 1%
C1=CC2CC1CC2CN1CCN(c2ccccc2)CC1 (stereo not given) | 1.6 | 0% | / | -5% | 4% | 3% | i | -2% | 0%
COc1ccc2c(CC(=O)OCC(=O)Nc3ccc4c(c3)OCO4)coc2c1 | 1.4 | -15% | ? | -4% | 6% | -22% | -6%[57.5 µM] | 17µM* | -5%
CCN(C(=O)COC(=O)c1ccc(Br)o1)C1CCCCC1 | -0.9 | 9% | 3 | 1% | -6% | -20% | -51%[inhibitor] | -10% | 2%
S=C(NCc1ccco1)NCC(c1ccco1)N1CCCCC1 (stereo not given) | -0.3 | ? | 2 | 1% | 5% | ? | -13% | -14% | -18%
CCSc1nnc2n(-c3ccc(OC)cc3)c(=O)c3c4c(sc3n12)CCCC4 | 0.2 | 12% | 2 | 17% | 0% | 2% | i | 1% | -11%
Cc1nc2ncnn2c(C)c1Cc1cccc(F)c1 | 1.5 | 4% | -2 | 2% | 0% | 16% | -17% | -1% | -1%
Cc1cc(C)n(-c2nnc3n2N=C(c2ccccc2)CS3)n1 | -0.4 | 8% | -6 | 3% | -1% | 8% | i | 0% | -3%
O=C1c2ccccc2C(=O)C1c1ccc(Cl)cc1 | -0.6 | 11% | 0 | -2%&-3% | 4% | 10% | i | 1% | 2%
CC1(C)CC(=O)C=C(Nc2ccccc2N)C1 | 2.5 | -2% | 20 | 2% | -11% | 32%[activator] | i | -17% | -1%
CC(C)C(=O)N1CCN(c2ccccc2NC(=S)NC(=O)c2cccs2)CC1 | -3.8 | -17% | -18 | 22% | -14% | ? | -18% | -20% | -20%
Cc1ccc(S(=O)(=O)N(CC(=O)NCCSc2ccccn2)c2ccccc2F)cc1 | -1.3 | 2% | 0 | 5% | -1% | -14% | -55%[inhibitor] | -10% | -6%
CCn1c(=O)c2cc(C(=O)NCCc3ccc(OC)c(OC)c3)sc2c2ccccc21 | / | / | / | 0% | / | 4% | -49%[inhibitor] | / | 0%
CC(C)(C)c1ccc(C(=O)NC2(C(F)(F)F)NC(=O)N(CCc3ccccc3)C2=O)cc1 (stereo not given) | / | / | / | -5% | / | 13µM* | -30%[inhibitor] | / | -32%
COc1ccc(OC)c(-n2c(C)cc(C=O)c2C)c1 | -0.5 | -14% | -11 | 6% | 2% | 3% | -2% | -4% | 3%
Cc1ccc(NC(=O)CSCC(=O)Nc2ccc(N3CCOCC3)cc2N2CCOCC2)cc1 | -0.3 | -29% | -10 | -3% | -2% | 43%[activator] | i | -7% | 8%
CNC(=O)/C(=C\C=C\c1ccccc1)NC(=O)c1ccc([N+](=O)[O-])cc1 | 6.2 | -1% | / | -1% | 5% | 0% | i | -6% | 3%
O=C(N/N=C/c1ccc2c(c1)OCO2)c1cc(-c2ccccc2)nc2ccccc12 | -4.2 | ? | 12 | -24% | 8% | -6% | i | -9% | -31%
O=C(Cn1cnc2ccccc21)Nc1ccc2c(c1)OCCCO2 | -0.6 | 17% | 3 | -3% | -6% | -11% | -11% | -10% | -9%
Cc1ccc(-n2nc3c(=O)n(CC(=O)NCc4cccs4)nc(C)c3c2C)cc1 | 1.1 | -4% | 3 | -5% | 6% | ? | i | -10% | -7%
COC(=O)/C(C(C)=O)=C(\C=C\N(C)C)N(C)C | 1.6 | 7% | / | -3% | 1% | 7% | -10%[57.5 µM] | -7% | -2%
CCOC(=O)C1CCN(C(=O)CCc2ccc(S(=O)(=O)NC(C)C)cc2)CC1 | 1.9 | -3% | -4 | 1% | 12% | 1% | -10% | -14% | -14%
O=C(CNC(=O)c1ccc([N+](=O)[O-])cc1)N/N=C\c1ccc(OC(=O)c2ccccc2)cc1 | 0.7 | -8% | 3 | -8% | 11% | 0% | -23%[57.5 µM] | -6% | -25%
COc1ccc(C2=Nn3c(nnc3-c3ccccn3)SC2)cc1 | 0.0 | 6% | 12 | 5% | 4% | 15% | i | -7% | -21%
Cc1cc(C)n2nc(SC(C)C(=O)Nc3ccc(Cl)cn3)nc2n1 (stereo not given) | -4.0 | -13% | -6 | 0% | -3% | -10% | i | 0% | 1%
CC(=O)N1CC(C)Sc2ccc(S(=O)(=O)NCCc3ccccc3)cc21 (stereo not given) | -3.3 | 9% | -3 | 1% | 10% | ? | i | ? | -17%
CCOC(=O)C1C(=O)NC(N2CCCCC2)=NC1c1ccco1 (stereo not given) | 0.0 | -10% | 4 | -1% | 6% | 9% | 18%[57.5 µM] | -2% | 15%
C=CCn1c(Sc2nnc(C)s2)nc2c1c(=O)[nH]c(=O)n2C | -1.3 | -8% | 0 | 9% | 2% | 30% | i | -3% | -3%
CS(=O)(=O)N(CC(=O)NCC1CCCO1)c1cccc(Cl)c1 (stereo not given) | -0.1 | 1% | 5 | 6% | 8% | 7% | -1% | -7% | -4%
Cc1cc(C)cc(N(CC(=O)N2CCN(c3ccccc3)CC2)S(=O)(=O)c2c(C)noc2C)c1 | -0.6 | -15% | 1 | 5% | 1% | ? | -14% | 24µM* | 15%
CC(=O)c1cccc(S(=O)(=O)N2CCC(C(=O)OC3CCOC3=O)CC2)c1 (stereo not given) | -0.7 | 0% | -22 | 3% | 2% | 0% | -23% | -3% | -2%
Nc1cc(=O)[nH]c(SCC(=O)Nc2cc(Cl)cc(Cl)c2)n1 | -0.2 | -10% | -1 | 3% | 0% | 48%[activator] | -10% | -19% | 6%
CC(=O)c1sc(Nc2cccc(C)c2)nc1C | -0.1 | 1% | 8 | 17% | -3% | 14% | -14% | -4% | 4%
CSCCC(NS(=O)(=O)c1ccccc1F)C(=O)NCc1ccncc1 (stereo not given) | 0.4 | -1% | 6 | 8% | 2% | 8% | i | 6% | 1%
Cn1ccc2c(N3CCCCCCC3)cc3c(c21)C1CCC3O1 (stereo not given) | -0.5 | -2% | 6 | 3% | 7% | ? | -14% | 1% | -3%
COC(=O)C[C@@H]1CC[C@@H](NS(=O)(=O)c2ccc(OC)cc2)[C@@H](CO)O1 | -0.7 | 0% | 2 | / | 10% | 20% | i | -8% | 3%

# From PubChem BioAssay

# Only part of the results is shown. The share of hits here may be higher or lower than overall.
